Pol iota inh: blocks human DNA polymerase iota activity; Pol iota fluorescent replication assay, 10 min; Potency, µM (highest dose often 115 µM), inactives show top-dose activity, negative = inhibition, actives largely listed as inhibitors; Q9UNA4; AID 588590; 1% of 390,000 active
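Fluorescent replication assay read twice, at 0 min and 10 min after adding 50 nM (final) substrate. Enzyme (10 nM) and compounds were first incubated 15 min at room temperature; enzyme-free buffer wells were negative controls.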
APE1 inh: blocks human APE1 abasic DNA cleavage; recombinant APE1, TAMRA/BHQ-2 abasic DNA cleavage fluorescence; 0.35% of 350,000 active; AID 2517; P27695; Potency, µM (highest dose often 65.8 µM), for inactives: at the highest dose activity change, negative = inhibition, hits mostly inhibitors;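 note: plate controls were vehicle for no effect and reference inhibitor for full effect; nearly all actives have a fitted effect of over 55% in size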
Target sequence (P27695 whole entry, looked up): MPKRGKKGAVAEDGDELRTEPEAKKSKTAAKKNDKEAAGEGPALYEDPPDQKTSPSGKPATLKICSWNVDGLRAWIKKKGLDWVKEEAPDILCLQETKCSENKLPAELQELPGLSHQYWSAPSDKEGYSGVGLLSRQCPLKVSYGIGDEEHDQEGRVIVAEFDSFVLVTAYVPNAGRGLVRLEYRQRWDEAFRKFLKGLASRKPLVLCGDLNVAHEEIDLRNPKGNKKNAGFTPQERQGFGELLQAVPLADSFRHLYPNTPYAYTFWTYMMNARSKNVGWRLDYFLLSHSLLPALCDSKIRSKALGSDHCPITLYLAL
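Endonuclease cleavage of a quenched abasic-site DNA duplex (50 nM) by APE1 (0.75 nM) was tracked by TAMRA dequenching. Compounds were preincubated with enzyme 15 min at room temperature; data normalized to buffer-only and DMSO wells plus NSC13755 control.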
G9a block: blocks human histone lysine methyltransferase G9a; G9a H3K9 monomethylation, AlphaScreen, 2 h; 8.8% of 350,000 active; Potency, µM (doses to about 102 µM), for inactives: at the top dose activity, negative = inhibition, actives largely listed as inhibitors; AID 504332; Q96KQ7; note: % is set by controls: 0 for no effect and ±100 for the full control effect; nearly all actives have a fitted effect of over 75% in size
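G9a (20 nM) preincubated 15 min RT with compounds, then 500 nM biotinylated H3K9 peptide and 20 uM SAM added; 2 h RT reaction. Monomethyl-H3K9 product detected by AlphaScreen with anti-H3K9me1 antibody, streptavidin donor and anti-rabbit IgG acceptor beads.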
Apoferritin bind: binds horse apoferritin like a general anesthetic; apoferritin/1-aminoanthracene competitive binding, fluorescence; Potency, µM (highest dose often 77.5 µM), without a hit: at the top dose activity change, negative = displacement, most hits filed as inhibitors; 0.074% of 350,000 active; note: % is set by controls: 0 for no effect and ±100 for the full control effect; nearly all actives have a fitted effect of over 20% in size
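Apoferritin-based anesthetic binding model; compound displacement of fluorescent 1-AMA measured as endpoint fluorescence after 10 minutes at room temperature, scaled to free-ligand and complex controls.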
POLK inh: blocks human DNA polymerase kappa activity | purified Pol kappa, fluorescent DNA synthesis assay, 10 min | Potency, µM (series often up to 107 µM), without a hit: at the highest dose activity, negative = inhibition, actives largely listed as inhibitors | 0.53% of 400,000 active | AID 588579; note: % is set by controls: 0 for no effect and ±100 for the full control effect
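First, compounds were pin-transferred onto 10 nM Pol kappa. After 15 min at room temperature, substrate was added to 50 nM final. Fluorescence was then measured kinetically at 0 and 10 min.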
BAZ2B block: BAZ2B (human) inhibition | Q9UIF8 | AlphaScreen BAZ2B-H3K14Ac peptide displacement | Potency, µM (doses to about 114 µM), for the others: at the highest dose activity change, negative = inhibition, actives largely listed as inhibitors | 4.4% of 360,000 active; note: % is set by controls: 0 for no effect and ±100 for the full control effect; nearly all actives have a fitted effect of over 60% in size
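Multi-concentration screen (max 110 uM) measuring displacement of acetylated histone H3 peptide from BAZ2B by AlphaScreen, using 50 nM protein, 50 nM peptide and 10 ug/mL streptavidin donor plus Ni-chelate acceptor beads.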
Pol eta inh: blocks human DNA polymerase eta activity; Q9Y253; recombinant Pol eta, fluorescent DNA replication assay; Potency, µM (titrated, usually from 114 µM), for the others: top-dose activity change, negative = inhibition, most hits filed as inhibitors; 1.2% of 390,000 active; AID 588591; note: % is set by controls: 0 for no effect and ±100 for the full control effect
Target sequence (Q9Y253 whole entry, looked up): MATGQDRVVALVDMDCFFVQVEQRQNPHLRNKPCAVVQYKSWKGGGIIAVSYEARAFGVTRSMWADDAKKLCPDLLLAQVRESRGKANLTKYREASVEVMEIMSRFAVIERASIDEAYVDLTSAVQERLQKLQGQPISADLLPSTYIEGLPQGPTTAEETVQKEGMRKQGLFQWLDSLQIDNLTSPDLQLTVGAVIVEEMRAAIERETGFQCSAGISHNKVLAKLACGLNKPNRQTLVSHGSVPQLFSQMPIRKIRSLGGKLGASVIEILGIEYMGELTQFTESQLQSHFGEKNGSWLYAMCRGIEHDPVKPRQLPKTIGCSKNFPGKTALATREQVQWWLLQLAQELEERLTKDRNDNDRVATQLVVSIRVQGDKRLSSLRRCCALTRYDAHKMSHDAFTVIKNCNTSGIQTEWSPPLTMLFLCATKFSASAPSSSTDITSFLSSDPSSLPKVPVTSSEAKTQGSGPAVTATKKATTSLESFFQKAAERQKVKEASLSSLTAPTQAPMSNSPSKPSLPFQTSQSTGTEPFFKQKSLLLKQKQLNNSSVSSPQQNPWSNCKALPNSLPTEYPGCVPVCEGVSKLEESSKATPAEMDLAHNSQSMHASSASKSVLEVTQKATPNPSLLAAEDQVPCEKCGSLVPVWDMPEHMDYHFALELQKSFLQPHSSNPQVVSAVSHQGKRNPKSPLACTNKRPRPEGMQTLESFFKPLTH
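Fluorescent replication assay: 50 nM final substrate added after a 15 min room-temperature compound preincubation with 10 nM enzyme. Signal taken at 0 min and again at 10 min.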
POLB inh: DNA polymerase beta (human) inhibition; Potency, µM (doses to about 114 µM), for the others: at the highest dose activity change, negative = inhibition, most hits filed as inhibitors; 1.3% of 340,000 active; Pol beta primer extension/strand displacement, fluorescence kinetic; P06746; AID 485314; note: % is set by controls: 0 for no effect and ±100 for the full control effect
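Pol beta (10 nM) and compounds were preincubated 15 min at room temperature, then 50 nM substrate (final) started primer extension/strand displacement. Reads were taken at 0 and 10 min; concentration-response data were fitted to a four-parameter Hill equation.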
BLM helicase inh: inhibitors of human Bloom syndrome helicase BLM; P54132; recombinant BLM DNA unwinding, fluorescence dequenching; Potency, µM (highest dose often 56.1 µM), for the others: at the top dose activity change, negative = inhibition, most hits filed as inhibitors; 0.2% of 350,000 active; AID 2528;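 note: plate controls were vehicle for no effect and no enzyme for full effect; nearly all actives have a fitted effect of over 35% in size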
An asterisk follows results filed as active; ? = inconclusive; . = no result given; & = joins results of further samples; [ ] = dose if it differs, or a comment. Calls come from the whole dose curve; as a rule, active = well fitted curve in the direction sought with a large enough effect; inconclusive = small, poorly fitted or top-dose-only effect, or another doubt; inactive = no such curve, though single readings can be large; an effect the other way counts as inactive or inconclusive. Potency is the fitted concentration of half-maximal effect.

SMILES	Pol iota inh	APE1 inh	G9a block	Apoferritin bind	POLK inh	BAZ2B block	Pol eta inh	POLB inh	BLM helicase inh
CCC(=O)N1CCc2cc(Br)cc(S(=O)(=O)CCC(=O)NCCc3ccccc3)c21	32.3%&36.3%[activator]	0.5%	1.4%[59 µM]	-4.2%&-8.2%	7.9%&6.3%	1.8%&-33.1%	-13.9%&-18.6%	-0.8%&0.9%	-0.5%&-4.0%
CC(=O)N1CCN(c2nc3ccc(Br)cc3s2)CC1	32.8%[activator]	13.2%	0.8%	-1.5%	-16.0%	-12.4%[57.1 µM]	-4.3%	-2.7%	-1.8%
O=C(Cn1cnc([N+](=O)[O-])n1)N/N=C/c1cccc(Cl)c1	-13.5%	4.7%	18.9%[59 µM]	-7.3%	-15.1%	-14.3%	-6.8%	20.0%	-1.7%
COc1ccc(OCCC(=O)Nc2ccccc2)cc1	28.3%	4.5%	.	-5.4%	3.3%	-3.9%	-3.6%	1.3%	1.7%
C=CCc1cccc(/C=N/NC(=O)CCC(=O)Nc2ccc(C)cc2)c1O	34.9%[activator]	3.4%	30.4%[59 µM]	-1.2%	-3.5%	-1.8%	-20.1%	22.4%	-0.2%
COc1ccccc1C1CC(c2ccco2)=NN1c1ccccc1 (stereo unspecified)	10.8%	-1.8%	4.2%[59 µM]	86.8%[activator]	-8.3%	?	-16.4%	3.6%	-5.3%
CCC(C)(C)NC(=S)Nc1ccccc1C	47.9%[activator]	1.1%	9.6%	-10.7%	1.3%	-16.3%	-16.7%	16.6%	-0.7%
CN(C)c1ccc(C(=S)NC2CCCCC2)cc1	11.5%	-4.1%	5.62µM*	-21.1%	-4.0%	-34.1%	13.9%	-6.6%	-2.9%
COc1cccc(-n2c(-c3ccc(Cl)cc3)cc3c2CC(C)(C)CC3=O)c1	18.7%	.	?	-15.7%	6.2%	8.91µM*	-1.6%	23.8%	-11.6%
COc1ccccc1NC(=O)Cn1nc(C)n2cccc2c1=O	7.2%&-1.8%	12.8%	-2.9%&-50.0%[59 µM]	-5.2%&-7.0%	-25.5%&-5.7%	-1.7%&-29.1%	-9.1%&-10.9%	?	-2.3%&-22.3%
N#C/C(=C\c1cc([N+](=O)[O-])c(N2CCCCC2)cc1N1CCCCC1)c1nn(-c2ccccc2)c(N)c1C#N	13.3%	-1.5%	-6.3%	-13.6%	-8.8%	-30.8%	-7.4%	-0.7%	-2.7%
O=c1nc(SCc2cccc(C(F)(F)F)c2)nc2ccccn12	47.4%[activator]	4.4%	5.7%	-22.4%	-6.9%	.	-11.2%	14.0%	0.0%
O=C(Nc1ccc(N2CCCC2)cc1)c1ccc(Br)cc1	16.0%	-4.8%	.	-8.8%	0.7%	?	-23.8%	-22.9%	-12.2%
COc1ccc2nc(N/C(N)=N/C(=S)Nc3c(C)cccc3C)nc(C)c2c1	-9.9%	-4.6%	13.0%	-9.8%	14.0%	-1.6%	-15.4%	-6.6%	2.1%
CCOC(=O)CCCNC(=O)COC(=O)[C@@H]1CCCN1S(=O)(=O)c1ccc(Cl)cc1	11.9%	-1.8%	50.1µM*	8.7%	-6.8%	23.1%	-8.0%	-2.5%[57.1 µM]	-10.5%
O=S(=O)(c1ccc(Oc2ncnc3scc(-c4ccccc4)c23)cc1)N1CCOCC1	?	-5.4%	7.4%[59 µM]	-6.1%	-12.6%	.	-15.0%	?	-9.2%
COc1ccc(OC)c(NC(=O)CSC2=Nc3ccccc3C3=NC(CCC(=O)NCc4ccco4)C(=O)N23)c1 (stereo unspecified)	10.0%	.	8.4%[59 µM]	-14.5%	-5.4%[60.1 µM]	-23.4%	-8.6%	0.2%	-1.6%
COc1ccc2nc(Nc3ccc4c(c3)OCO4)sc2c1	30.0%[activator]	-1.3%	-46.2%	1.0%	-6.0%	5.4%	-12.3%	-10.1%	-5.3%
N#Cc1ccc(OCC(=O)Nc2cc(S(=O)(=O)N3CCCCC3)ccc2N2CCCCC2)cc1	135.0%[activator]	11.4%	18.0%[59 µM]	-1.0%	0.0%	-7.9%	-24.1%	22.1%	5.6%
COc1ccc(NC(=O)/C=C/c2ccc3c(c2)OCO3)cc1	-13.4%	-6.8%	12.1%	-13.2%	11.5%[60.1 µM]	-11.3%	-9.7%	19.9%	-2.9%
CC(NC(=O)C1CCN(S(=O)(=O)c2cccc3cccnc23)CC1)c1ccccc1 (stereo unspecified)	15.4%	7.0%	18.2%	-12.7%	9.6%	-14.3%	-12.8%	4.0%	-0.7%
O=[N+]([O-])c1ccc2nc(SCc3ccccc3Cl)sc2c1	-12.0%	-7.1%	?	?	0.0%	-38.2%	-5.6%	8.5%	-0.4%
Fc1ccc(-c2csc3ncnc(N4CCN(Cc5ccccc5)CC4)c23)cc1	20.2%	9.1%	25.1%	-11.2%	-0.1%	-32.1%	-21.3%	11.2%	-3.6%
O=C(Nc1ccc(Oc2ccccc2)nc1)C1CCCCN1Cc1ccc(OCCO)cc1 (stereo unspecified)	-6.4%	35.3%[activator]	?	-13.2%	-4.7%	-12.0%	-2.5%	13.3%	-2.4%
CSc1cccc(NC(=O)C2CC(=O)N(Cc3ccccc3)C2)c1 (stereo unspecified)	14.1%	39.5%	44.7µM*	-7.6%	0.5%	-19.1%	-22.2%	20.5%	-1.9%
SMILES	Pol iota inh	APE1 inh	G9a block	Apoferritin bind	POLK inh	BAZ2B block	Pol eta inh	POLB inh	BLM helicase inh
O=C(COC(=O)CC1CCCC1)Nc1ccccc1[N+](=O)[O-]	0.4%	29.3%	-6.1%[12.7 µM]	.	13.7%	?	-13.5%	.	.
NC(=O)CCS(=O)(=O)CCN1CCCCC1	12.1%	1.0%	-2.6%[59 µM]	-9.0%	-15.2%	0.8%	-7.5%	1.6%	0.2%
COc1ccc(C2C(=O)N(C3CCCCC3)CC(=O)N2C2CCCCC2)cc1 (stereo unspecified)	40.6%[activator]	-0.3%	1.3%[59 µM]	-6.3%&-12.9%	-18.4%[60.1 µM]	2.1%&4.7%	-10.7%&-22.5%	11.4%&16.6%	-4.4%&-0.3%
CC(C)c1ccc(Nc2ncnc3c2nc2n3CCCC2)cc1	22.3%	.	-4.4%[59 µM]	-2.8%	-8.5%	-2.4%	-28.0%	-17.8%	-3.0%
Cc1cc(N2CCCC2)nc2c(C)cccc12	96.0%[activator]	12.9%	22.0%[59 µM]	4.1%	-17.4%	37.3%	-0.3%	0.6%	-3.0%
CCc1ccc2oc(C(=O)NC3CCS(=O)(=O)C3)cc(=O)c2c1 (stereo unspecified)	-8.9%	-16.9%	14.2%	-10.2%	-13.9%	-34.9%	-7.8%	-23.3%	0.5%
O=c1[nH]c(C2CCN(S(=O)(=O)c3ccccc3F)CC2)nc2c1nnn2Cc1ccc(F)cc1	98.6%[activator]	9.3%	12.9%	-15.9%	-17.9%	-5.9%	2.4%	16.0%	-6.5%
CCOc1ccc(NC(=O)Cn2nnc(-c3ccccc3F)n2)cc1	-17.8%	-1.5%	-2.1%[59 µM]	4.8%	-8.8%	-2.1%	-4.8%	-1.5%	1.5%
COCCn1cnc2c(c1=O)c1nc3ccccc3nc1n2/N=C/c1cccc(OC)c1	?	-5.5%	-4.7%	15.5%	-0.4%	2.7%	?	9.4%	-1.6%
Brc1cccc(CN2CCCCCCC2)c1	13.2%	0.0%	11.2µM*	-0.9%	1.2%	?	3.2%	6.5%	-0.6%
O=S1(=O)CCC(n2nccc2-c2ccccc2)C1 (stereo unspecified)	59.1%[activator]	-6.4%	12.1%	3.9%	1.0%	4.3%	-23.7%	54.2%	-2.2%
CCOc1ccc(NC(=O)CSc2nc(O)c(C)c(=O)n2-c2ccc(F)cc2)cc1	78.5%[activator]	50.7%[activator]	?	5.4%	-6.2%	-3.8%	-8.5%	-17.7%	-8.6%
CCOC1(/N=C(\C)NS(=O)(=O)c2ccc(Cl)cc2)C(C)=CC(=O)C=C1C	87.2%[activator]	6.6%	?	-8.9%	-4.4%	-4.2%	-8.4%	-1.1%	0.3%
N#Cc1cccc2c1-c1ccccc1/C2=N/NC(N)=S	20µM*	12.3%	89.1µM*	-15.5%	-9.6%	?	?	0.7%	-0.9%
Cc1csc(NC(=O)CCn2c(=O)oc3ccc(Cl)cc32)n1	-0.7%	13.4%	-0.7%	-11.0%	-4.2%	-22.0%	-5.8%	3.8%	0.0%
COc1ccnc(CN(C)C(=O)C2CCC(=O)N(Cc3cccc(C(F)(F)F)c3)C2)c1 (stereo unspecified)	20.8%	4.1%	85.6%[activator]	-2.3%	3.3%	8.3%	-10.0%	51.9%	-1.9%
Cc1nn(Cc2cccc(C(=O)NN)c2)c(C)c1Cl	-8.7%[58.9 µM]	-7.8%	-2.2%	?	-13.6%	-19.1%	-16.1%	12.3%	0.1%
O=C1CCCC(=O)C1C1c2ccccc2CCN1C(=O)CCl (stereo unspecified)	129.8%[activator]	-0.2%	-25.4%	5.2%	-17.9%	-12.3%	0.9%	-0.5%	-2.4%
O=C(NCCc1ccccc1)C1CC(=O)N(c2ccc3c(c2)OCCO3)C1 (stereo unspecified)	22.8%	1.8%	-7.3%	.	1.9%	6.4%	-0.1%	.	.
COCCCNc1nc(=S)[nH]c2cc(OC)c(OC)cc12	32.0%[activator]	3.4%	-1.8%[59 µM]	-9.9%	-2.6%	-25.8%	3.9%	2.9%	-6.3%
CC1CCN(C(CNS(=O)(=O)c2ccccc2)c2ccccc2)CC1 (stereo unspecified)	-9.5%	3.2%	-16.3%[2.33 µM]	.	-18.6%	-0.6%	-15.4%	.	.

A different layout for some results above:
Cc1nn(Cc2cccc(C(=O)NN)c2)c(C)c1Cl
  Pol iota inh = -8.7%[58.9 µM]	APE1 inh = -7.8%	G9a block = -2.2%	Apoferritin bind = ?	POLK inh = -13.6%	BAZ2B block = -19.1%	Pol eta inh = -16.1%	POLB inh = 12.3%	BLM helicase inh = 0.1%
COCCn1cnc2c(c1=O)c1nc3ccccc3nc1n2/N=C/c1cccc(OC)c1
  Pol iota inh = ?	APE1 inh = -5.5%	G9a block = -4.7%	Apoferritin bind = 15.5%	POLK inh = -0.4%	BAZ2B block = 2.7%	Pol eta inh = ?	POLB inh = 9.4%	BLM helicase inh = -1.6%
Cc1cc(N2CCCC2)nc2c(C)cccc12
  Pol iota inh = 96.0%[activator]	APE1 inh = 12.9%	G9a block = 22.0%[59 µM]	Apoferritin bind = 4.1%	POLK inh = -17.4%	BAZ2B block = 37.3%	Pol eta inh = -0.3%	POLB inh = 0.6%	BLM helicase inh = -3.0%

These rows are one share of the data (hit frequency here may not be typical).
